uPA surface inh: cell surface uPA generation inhibition | cell surface uPA generation assay, qHTS | Potency, µM (top dose mostly 38.3 µM), for the others: at the highest dose activity change, negative = inhibition, usual class: inhibitors | 0.31% of 330,000 active; active = well fitted inhibition curve with a large enough effect; inconclusive = small, poorly fitted or top-dose-only effect; inactive = no such curve, though single readings can be large or run the other way; tested in mouse RAW 264.7 cells; note: potency is the fitted concentration of half-maximal effect; nearly all actives have a fitted effect of over 55% in size
KCNH2 WT inh: inhibitors of human wildtype KCNH2 potassium channel; Q12809; U2OS, BacMam KCNH2, thallium flux FluxOr; active compounds read low; activity change, % at 1.84 µM; 0.37% of 340,000 active; AID 720551;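 active = maximum activity change below -70%; inconclusive = maximum activity change between -70% and -50%; inactive = maximum activity change above -50%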
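U2OS cells transduced with wild-type KCNH2 virus are loaded with FluxOr dye for 45 min, and thallium flux is measured in kinetic reads before and after stimulation buffer. Rate constants are normalized to DMSO controls.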
Giardia killer: kills Giardia lamblia | activity change, % at 7.66 µM, hits read low | AID 540267 | Giardia lamblia trophozoite viability | 0.15% of 340,000 active; in the data active = activity change below about -80%; inconclusive = between about -30% and that limit;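 note: parasites exposed to compound for two days anaerobically before the ATP read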
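ATP-content bioluminescence gauges trophozoite survival. Cells (100/well) receive compound and incubate anaerobically for 48 hrs at 37 deg C; detection reagent follows for 15-30 min at room temperature.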
GALK inh: galactokinase (human) inhibition; P51570; Purified GALK, Kinase-Glo residual ATP luminescence; Potency, µM (doses to about 57.5 µM), for inactives: at the top dose activity change, negative = inhibition, most hits filed as inhibitors; 0.007% of 270,000 active; note: potency is the fitted concentration of half-maximal effect
Target sequence (P51570 whole entry, looked up): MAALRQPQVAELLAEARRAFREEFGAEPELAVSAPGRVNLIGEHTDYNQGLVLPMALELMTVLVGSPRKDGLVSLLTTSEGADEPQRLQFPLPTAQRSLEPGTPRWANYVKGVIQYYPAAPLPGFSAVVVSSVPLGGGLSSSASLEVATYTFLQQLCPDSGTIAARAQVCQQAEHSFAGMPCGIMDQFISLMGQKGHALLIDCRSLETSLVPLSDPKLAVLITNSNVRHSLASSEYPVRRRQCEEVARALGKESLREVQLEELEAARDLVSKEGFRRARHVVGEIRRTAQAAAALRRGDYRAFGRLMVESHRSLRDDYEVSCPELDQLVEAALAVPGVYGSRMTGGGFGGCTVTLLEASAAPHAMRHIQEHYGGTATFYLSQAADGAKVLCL
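5 nM enzyme, 35 uM ATP, 100 uM galactose, 20 mM HEPES pH8.0, 5 mM MgCl2; 1 h RT; residual ATP by Kinase-Glo Plus luminescence, qHTS format.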
Coupling enz: inhibits coupling enzyme system, counter-screen for aldolase hits; AID 2472; coupling enzyme system counterscreen, AmpLite Red fluorescence; 0.67% of 290,000 active; activity change, negative = inhibition, % at 58.2 µM, hits read low; in the data active = activity change below about -30%
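First, compound is pin-transferred into glyceraldehyde-3-phosphate coupling-enzyme reagent at 57.5 uM final and held 10 min at RT. Next, substrate, coupling system and AmpLite Red are added. After 20 min RT, fluorescence (525/598 nm) is read.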
USP2a inh: USP2a (human) protease inhibition; AID 463254; 0.01% of 330,000 active; USP2 core, Ub-CHOP2 coupled fluorogenic reporter, 485/531; Potency, µM (doses to about 38.3 µM), inactives show top-dose activity change, negative = inhibition, most hits filed as inhibitors; O75604;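 note: potency is the fitted concentration of half-maximal effect; plate controls were DMSO wells for no effect and full inhibition by NEM control for full effect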
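USP2 core (10nM final) preincubated 30min RT with compound in 20mM Tris-HCl pH 8.0, 2mM CaCl2, 2mM beta-mercaptoethanol, 0.05% CHAPS; 25nM Ub-CHOP2 plus 25nM reporter substrate added, fluorescence (Ex485/Em531) read after 60min.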
KCNH2 3.1 block: blocks the human KCNH2 3.1 channel isoform. U2OS KCNH2 3.1, thallium flux FluxOr; active compounds read low. activity change, % (tested at about 1.8 µM). AID 720553. 0.95% of 340,000 active;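 active = maximum activity change below -70%; inconclusive = maximum activity change from -70% to -50%; inactive = maximum activity change above -50%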;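 note: thallium influx rate constant from kinetic fluorescence after stimulation buffer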
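Steps: virus added to U2OS suspension (4 h, RT, dark); medium with 10% FBS added, cells plated, 37 C overnight; FluxOr/Red40 loading buffer 45 min RT; stimulation buffer, 2 min kinetic read; rate constant normalized.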
PKM2 activator: increases activity of human pyruvate kinase M2 | P14618 | purified PKM2, Kinase-Glo ATP luminescence, activation; response scale: 0% is enzyme alone, no compound | Potency, µM (titrated, usually from 57.5 µM), for the others: top-dose activation, most hits filed as activators | 0.34% of 260,000 active | AID 1631; note: potency is the fitted concentration of half-maximal effect; nearly all actives have a fitted effect of over 55% in size
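ATP formation by purified human PK-M2, quantified via coupled luciferase luminescence after 1 h at room temperature with 0.1 mM ADP and 0.5 mM PEP final.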
Eya2 inh: Eya2 (human) phosphatase inhibition; 0.006% of 330,000 active; AID 488837; recombinant Eya2, OMFP fluorescence dephosphorylation (OMFP is methylfluorescein phosphate); Potency, µM (doses to about 76.9 µM), for the others: at the top dose activity, negative = inhibition, hits mostly inhibitors; note: potency is the fitted concentration of half-maximal effect
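Eya2 protein (added as 0.2 uM solution) was preincubated with compound for 10 min at ambient temperature in 50 mM HEPES pH 7.5, 50 mM NaCl, 5 uM MgCl2, 0.05% BSA, 1 mM DTT. OMFP (added at 50 uM) then reacted 10 min; fluorescence read at 485/525 nm.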
BCR signal inh: chronic active BCR signaling inhibition; ABC-DLBCL IkBa-CBG/CBR reporter, luminescence ratio, 4 h; Potency, µM (top dose mostly 46.1 µM), inactives show at the top dose ratio change, negative = lower green/red ratio, usual class: inhibitors; 0.05% of 340,000 active; active = well fitted inhibition curve with a large enough effect in the signal ratio, with a control signal flat, not every such curve was filed as active; inconclusive = small, poorly fitted or top-dose-only effect, or effect the other way, or a change in a side signal; the % refers to the signal ratio;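 note: potency is the fitted concentration of half-maximal effect; plate controls were basal doxycycline-induced cells for no effect and cells given 10 µM MG132 for full effect; MG132 reads +100%, hits lower the ratio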
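Compounds up to 46 uM were incubated four hours with TMD8 cells whose green CBG68 luciferase is fused to IkappaBalpha; red CBR luminescence normalised the signal, and concentration-effect curves were fitted to fusion, red and ratio data.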
B2AR arrestin: beta2AR (human) beta-arrestin recruitment activity; beta-arrestin recruitment to beta2AR, cell-based reporter; Potency, µM (doses to about 46.1 µM), for inactives: at the top dose activation, hits mostly activators; 0.02% of 330,000 active; AID 492947;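 note: potency is the fitted concentration of half-maximal effect; 0% = DMSO controls and full agonism = EC100 isoproterenol or metaproterenol; nearly all actives have a fitted effect of over 65% in size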
Target sequence (P07550 whole entry, looked up): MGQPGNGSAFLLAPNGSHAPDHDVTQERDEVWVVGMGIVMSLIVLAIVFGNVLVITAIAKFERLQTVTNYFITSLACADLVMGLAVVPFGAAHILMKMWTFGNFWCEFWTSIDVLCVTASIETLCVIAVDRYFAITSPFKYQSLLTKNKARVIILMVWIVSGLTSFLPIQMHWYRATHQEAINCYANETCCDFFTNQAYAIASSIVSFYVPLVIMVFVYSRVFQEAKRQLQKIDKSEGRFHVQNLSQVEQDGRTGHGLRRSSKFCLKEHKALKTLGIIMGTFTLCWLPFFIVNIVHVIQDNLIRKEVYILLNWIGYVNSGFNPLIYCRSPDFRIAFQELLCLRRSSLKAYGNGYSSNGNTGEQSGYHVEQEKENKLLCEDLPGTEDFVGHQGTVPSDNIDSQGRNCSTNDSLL
An asterisk follows results filed as active; i = inactive; ? = inconclusive; . = not tested or not shown; [ ] = another dose, or the depositor's remark. Unless noted, calls come from the whole dose curve; as a rule, active = well fitted curve in the direction sought with a large enough effect; inconclusive = small, poorly fitted or top-dose-only effect, or another doubt; inactive = no such curve, though single readings can be large; an effect the other way counts as inactive or inconclusive. Unless noted, % is set by controls: 0 for no effect and ±100 for the full control effect.

Fields: uPA surface inh	Giardia killer	BCR signal inh	B2AR arrestin	KCNH2 3.1 block	Coupling enz	GALK inh	PKM2 activator	USP2a inh	KCNH2 WT inh	Eya2 inh
- Cc1cc(NC(=S)N(CCN2CCOCC2)Cc2ccccc2F)ccc1Cl
 : 9%	-9	-7%	0.0%	-8	-2	-2%	1%	0%	2	5%
- CC(=O)Nc1ccc(NC(=O)C(C)OC(=O)CC2CCCC2)cc1 (configuration not stated)
 : -4%	-12	-7%	-0.3%	-2	.	.	.	1%	-3	14%
- Cc1ccc(S(=O)(=O)N2CCC3(CC2)OCCO3)s1
 : 0%	-4	-2%	-0.7%	22	.	3%	-14%	0%	-5	5%
- Cc1ccc(NC(=O)CN(C)C(C)C(=O)N2CC(C)CC(C)C2)cc1 (configuration not stated)
 : -10%	-1	-12%	0.3%	-10	.	.	.	-5%	-1	-6%
- CC(C)(C)NC(=O)Cn1cnc2cc([N+](=O)[O-])ccc2c1=O
 : -2%	-7	5%	-0.6%	5	-2	0%	-5%	2%	-8	0%
- Cc1cc(C(=O)OCC(=O)Nc2cccc(S(=O)(=O)N(C)C)c2)c2ccccc2n1
 : 0%	3	1%	0.2%	-21	-1	-1%	2%	2%	-14	-4%
- Cc1cccc(C)c1NC(=S)NC(=O)c1ccccc1F
 : -3%	-10	-6%	-0.1%	-30	3	2%	7%	-1%	-4	8%
- CCOc1ccccc1OCC(=O)Nc1c(C)n(C)n(-c2ccccc2)c1=O
 : -2%	4	-1%	-1.2%	-8	.	.	.	-1%	2	10%
- CC(C)(c1ccccc1)c1ccc(OCC(O)CNC2CCN(Cc3ccccc3)CC2)cc1 (configuration not stated)
 : 3%	-6	?	-0.2%	-26	-4	1%	.	-1%	24	?
- COc1ccc(C(=O)NNC(=O)OC(C)(C)C)cc1
 : 5%	-13	5%	-0.8%	1	-1	1%	3%	4%	-4	1%
- CCOC(=O)c1sc(NC(=O)c2ccco2)c(C#N)c1C
 : -3%	1	0%	-0.1%	3	-1	.	-2%	0%	4	-12%
- CCC(C)(C)NC(=O)/C=C/c1ccccc1[N+](=O)[O-]
 : 4%	-10	0%	-0.2%	1	-1	9%	-9%	-1%	-4	-1%
- C[C@H](CO)N1C[C@H](C)[C@@H](CN(C)C(=O)NC2CCCCC2)Oc2ccc(NS(C)(=O)=O)cc2C1=O
 : 10%	35[activator]	-2%	0.0%	-7	.	.	.	-6%	-5	4%
- O=C(c1cccc(OC2CCN(C3CCCC3)CC2)c1)N1CCCCCCC1
 : -7%	5	-2%	-0.1%	8	2	5%	-3%	4%	6	2%
- O=C(NCc1ccc[n+](CCCCS(=O)(=O)[O-])c1)c1ccc(OC(F)F)cc1
 : .	.	?	-1.0%	.	-2	1%	.	0%	.	-24%
- C[C@@H](NC(=O)[C@@H]1Cc2ccccc2CN1)C(=O)Nc1ccc2c(c1)OCO2
 : -46%	2	9%	-0.4%	-3	-4	.	-2%	3%	3	-11%
- COc1ccc(N(C)S(=O)(=O)c2ccc3c(c2)NC(=O)CO3)c(OC)c1
 : 1%	5	1%	0.1%	7	.	0%	.	2%	-16	5%
- O=C(Cn1cncn1)c1ccccc1
 : -1%	19	-1%	9.7%	-6	2	-1%	-2%	-1%	5	?
- O=C(NC1CCN(C(=O)Nc2ccccc2)CC1)C1CCCCC1
 : -2%	7	4%	0.0%	-6	-1	2%	0%	3%	-11	30%[15.4 µM]
- O=C(NCCCn1ccnc1)C(=O)NC1CCCCC1
 : -5%	2	-7%	0.0%	-1	-2	0%	-1%	4%	54	1%
- CCN(CC)S(=O)(=O)c1cc(C)ccc1NC(=S)Nc1cccnc1
 : -3%	-2	?	0.4%	5	-2	-1%	-26%	-7%	-3	-1%
- Cc1cccc(CC(=O)N2CCC(N3CCC(C(=O)N4CCOCC4)CC3)CC2)c1
 : 5%	15	?	-0.6%	2	2	0%	-30%	0%	11	1%
- Cc1cccc(N(C(=O)Nc2ccc(Cl)cc2)C2=NCC(C)S2)n1 (configuration not stated)
 : 24%	-9	?	-0.4%	1	0	2%	-1%	0%	-7	4%
- CCN(C(=O)COc1cccc(-n2cnnn2)c1)C1CCS(=O)(=O)C1 (configuration not stated)
 : 1%	-18	?	-0.5%	1	.	.	.	1%	0	-8%
- COc1ccc(N2CCN(C(=O)C3Cc4ccccc4CN3C(=O)c3ccco3)CC2)cc1 (configuration not stated)
 : 4%	5	?	0.1%	-3	.	.	.	1%	0	-7%
- Cc1c(NC(=O)C2(c3ccc(Cl)cc3)CCCC2)c(=O)n(-c2ccccc2)n1C
 : 2%	4	?	-0.1%	.	1	-2%	-3%	2%	-4	22%
- Cc1c(C(=O)NCc2c(F)cc(F)cc2F)oc2ccc(S(=O)(=O)N3CCOCC3)cc12
 : .	-5	0%	0.3%	4	1	-2%	-3%	?	0	-10%
- CCc1ccc2nc(N(CCCN(C)C)C(=O)c3ccc(C(=O)c4ccccc4)cc3)sc2c1
 : 1%	-14	1%	-0.5%	-89*	.	-6%	5%	4%	0	-13%
- CN(Cc1ccccc1)c1nc2c(c(=O)[nH]c(=O)n2C)n1CCSc1nc2ccccc2[nH]1
 : -1%	28	-1%	-0.4%	-12	-4	1%	2%	0%	-2	-5%
- NC(=O)c1cnn(-c2cccc(Cl)c2)c1N
 : 0%	24	?	-0.3%	-16	1	-3%	1%	-1%	31	9%
- Cc1ccc2nsnc2c1S(=O)(=O)N1CCN(C)CC1
 : 1%	-14	-1%	0.2%	-18	0	0%	.	-1%	-10	-19%
- Cc1cccc2nc(CSc3nc4ccc([N+](=O)[O-])cc4[nH]3)c(Br)n12
 : -4%	-17	?	-0.6%	19	1	-1%	1%	-8%	5	5%
- O=C(CN(Cc1ccc(F)cc1)C(=O)CCC(=O)Nc1nccs1)NCc1ccc(F)cc1
 : -4%	0	2%	0.1%	-11	-2	-3%	-2%	0%	14	-4%
- Cc1ccc(C(=O)CCC(=O)OCC(=O)NNC(=O)c2ccc([N+](=O)[O-])cc2)cc1
 : 4%	0	0%	-0.2%	35	.	.	.	-1%	3	-6%
- O=Cc1ccc(-c2cccc(C(=O)O)c2)o1
 : 0%	44[activator]	?	-0.1%	24	3	4%	-1%	1%	i	12%
- Nc1c(C(=O)c2cccs2)sc2nsc(SCCN3CCCCC3)c12
 : -1%	-1	?	-0.8%	-18	0	7%	-4%	13%	-6	21%
- CCOC(=O)CSC1=Nc2ccccc2C2=NC(CC(=O)NCc3ccc4c(c3)OCO4)C(=O)N12 (configuration not stated)
 : -3%	18	1%	0.1%	-3	4	-1%	0%	-1%	-2	-10%
- Cc1ccc(S(=O)(=O)CCC(=O)NCCN2C(=O)S/C(=C/c3ccc(F)cc3)C2=O)cc1
 : -5%	13	?	0.5%	-24	0	-1%	10%	5%	0	-16%
- Cc1cccc(S(=O)(=O)c2c(N)n(/N=C/c3ccco3)c3nc4ccccc4nc23)c1
 : .	-8	7%	-0.3%	5	-9	8%	21%	0%	5	6%
- Cc1cc(NC(=O)c2ccccc2F)n(C(C)(C)C)n1
 : -26%	-21	14%	0.2%	6	-3	.	3%	2%	-7	7%
- O=C1CCCN1CCC12CC3CC(CC(C3)C1)C2
 : 6%	-9	-2%	-0.6%	10	5	1%	40µM*	0%	4	-5%
- Cc1ncc(CN2CCN(CCc3ccccc3)C(CCO)C2)s1 (configuration not stated)
 : -7%	-8	-14%	0.1%	-7	0	-1%	0%	0%	-2	-9%
- CCOC(=O)C1=C(N)N2C(=O)CSC2=C(C(=O)OC)C1
 : -1%	-1	?	0.1%	-5	1	3%	-10%	2%	3	6%
- O=C(NNc1cccc(Cl)n1)C1CC1
 : -8%	-13	-2%	0.0%	-12	0	11%	1%	-2%	-17	-13%
- O=C(CC(Cc1ccccc1)C(=O)O)Nc1ccc(F)cc1 (configuration not stated)
 : 11%	6	4%	-0.7%	-1	3	-1%	7%[11.5 µM]	0%	-12	-22%
- CCOC(=O)[C@H]1[C@H]2COc3ccc(Br)cc3[C@@H]2N2C(=O)CN(Cc3ccc(Cl)cc3)C(=O)[C@@]12C
 : -13%	-17	-1%	0.1%	-6	.	.	.	-5%	4	-7%
- CSc1nc2ccccc2cc1/C=C(\C#N)c1cccc(C)c1
 : -6%	-13	-1%	0.0%	-6	-4	-2%	3%	0%	1	?
- COc1cccc(CNC(=O)Cn2c(=O)oc3ccccc32)c1OC
 : -1%	4	-2%	-0.2%	2	-2	1%	-6%	0%	-3	-21%
- N#Cc1nc(COc2cccc(Cl)c2)oc1N1CCCC1
 : -16%	8	-3%	0.3%	-12	1	4%	3%	2%	8	4%
- O=C(N/N=C/c1ccc2c(c1)OCCO2)c1ccncc1
 : 2%	-17	?	-0.1%	22	4	14%	-16%	0%	-14	-3%
- COC(=O)C(NC(=O)CN1C(=O)c2ccccc2C1=O)c1ccc(O)c(OC)c1 (configuration not stated)
 : 1%	4	1%	0.0%	0	1	-6%	-9%[11.5 µM]	1%	4	7%
- Cc1ccc(/C=C/c2nnc(-c3ccc(C)cc3)o2)cc1
 : 7%	7	7%	-0.8%	-9	.	-3%	-2%	-2%	-4	7%

Source: PubChem BioAssay
